# Assay outcomes (PubChem)
# AmpC inh no detg = AmpC beta-lactamase inhibition without detergent; P00811; AmpC nitrocefin hydrolysis, absorbance 480 nm, 0.0001% Triton; Potency, µM (titrated, usually from 57.1 µM), without a hit: at the highest dose activity change, negative = inhibition, most hits filed as inhibitors; 330,000 compounds, 0.52% hits; AID 485341;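 note: potency is the fitted concentration of half-maximal effect; plate controls were no compound for no effect and no enzyme for full effect; nearly all actives have a fitted effect of over 20% in size; some results filed as inactive show a strong effect at the top dose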
# Target sequence (P00811 whole entry, looked up): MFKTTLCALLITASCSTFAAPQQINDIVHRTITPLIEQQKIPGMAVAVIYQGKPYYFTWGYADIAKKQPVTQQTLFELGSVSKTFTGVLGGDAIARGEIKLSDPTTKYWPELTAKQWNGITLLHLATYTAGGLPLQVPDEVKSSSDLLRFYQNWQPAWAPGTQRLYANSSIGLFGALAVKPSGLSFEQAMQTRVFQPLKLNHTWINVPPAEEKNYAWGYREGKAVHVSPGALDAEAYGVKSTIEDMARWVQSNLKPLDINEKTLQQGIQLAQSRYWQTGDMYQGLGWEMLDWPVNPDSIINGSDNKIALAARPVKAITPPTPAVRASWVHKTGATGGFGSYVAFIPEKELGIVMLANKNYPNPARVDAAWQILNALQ
#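 AmpC (5.3 nM in the dispensed reagent) in 20 mM phosphate pH 7.0 with 0.01% (detergent screen) or 0.0001% Triton X-100 was preincubated with compounds for 15 min at room temperature. Nitrocefin was then added from an 800 uM solution, and hydrolysis was followed at 480 nm.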
# Giardia FBPA inh = inhibitors of Giardia lamblia fructose-1,6-bisphosphate aldolase; A8B2U2; AID 2451; 290,000 compounds, 0.71% hits; purified Giardia FBPA; Potency, µM (highest dose often 59.6 µM), inactives show at the highest dose activity, negative = inhibition, hits mostly inhibitors; note: potency is the fitted concentration of half-maximal effect; nearly all actives have a fitted effect of over 55% in size
# Target sequence (A8B2U2 whole entry, looked up): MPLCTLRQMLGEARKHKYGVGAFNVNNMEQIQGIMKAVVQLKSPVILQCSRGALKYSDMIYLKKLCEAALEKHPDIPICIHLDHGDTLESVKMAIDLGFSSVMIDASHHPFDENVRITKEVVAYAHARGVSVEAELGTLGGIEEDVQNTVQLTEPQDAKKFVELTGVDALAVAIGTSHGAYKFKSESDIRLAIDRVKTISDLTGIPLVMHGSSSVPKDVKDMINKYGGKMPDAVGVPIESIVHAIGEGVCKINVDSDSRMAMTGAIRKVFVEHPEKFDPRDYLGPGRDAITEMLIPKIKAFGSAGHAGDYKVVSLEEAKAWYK
#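 40 nM FBPA preincubated 10 min at RT with compound (up to 57.5 uM final), then substrate plus GAPDH/TPI/NAD/arsenate coupling and diaphorase/resazurin added. Fluorescence read after 20 min at RT, 525/598 nm.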
# AMA1 RON2 block = disrupts binding of P. falciparum AMA1 to RON2; 360,000 compounds, 0.2% hits; Potency, µM (series often up to 58.2 µM), for inactives: top-dose activity change, negative = inhibition, hits mostly inhibitors; AlphaScreen AMA1-biotinylated RON2 peptide binding;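 note: potency is the fitted concentration of half-maximal effect; 0% = vehicle wells and -100% = peptide control; nearly all actives have a fitted effect of over 45% in size; some results filed as inactive show a strong effect at the top dose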
#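 AMA1 (3D7) with his tag at 25 nM final met compounds first, then biotinylated RON2 peptide at 25 nM; detection used donor plus acceptor beads, 10 µg/mL apiece, read by AlphaScreen after 30 min at room temperature.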
# AmpC inh detg = AmpC beta-lactamase inhibition with detergent present; 370,000 compounds, 0.041% hits; P00811; Potency, µM (titrated, usually from 114 µM), inactives show top-dose activity change, negative = inhibition, actives largely listed as inhibitors; AmpC hydrolysis of nitrocefin, absorbance 480 nm, 0.01% Triton;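 note: potency is the fitted concentration of half-maximal effect; 0% = no-compound wells and -100% = no-enzyme wells; nearly all actives have a fitted effect of over 25% in size; some results filed as inactive show a strong effect at the top dose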
#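 20 mM phosphate pH 7.0 + 0.01% (detergent screen) or 0.0001% Triton X-100; 5.3 nM AmpC reagent; cpd preinc 15 min RT; nitrocefin (800 uM stock) to start; A480 q20 s × 4 min; Activity was normalised to no-enzyme and no-compound control wells.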
# HCMV inh = inhibitors of human cytomegalovirus | HFF cells, HCMV-luciferase reporter, 72 h; hits give low values | activity change, negative = inhibition, % at 57.5 µM | 410,000 compounds, 4.5% hits; in the data active = activity change below about -60%; inconclusive = no clear call, values can overlap the other calls; inactive = above about -39%
#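 Screen run at 2 compound doses on HFFs infected with reporter HCMV, MOI 1 PFU/cell. Luciferase activity from cell lysates at 72 h post infection gave inhibition relative to buffer-only and Salinomycin wells.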
# Sm TGR inh = blocks Schistosoma mansoni thioredoxin glutathione reductase; purified TGR, DTNB reduction, TNB absorbance 405 nm; 360,000 compounds, 3% hits; Potency, µM (doses to about 114 µM), inactives show at the top dose activity change, negative = inhibition, usual class: inhibitors; Q962Y6; note: potency is the fitted concentration of half-maximal effect; nearly all actives have a fitted effect of over 60% in size
#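 First, TGR (20 nM dispensed) and NADPH were mixed with compound. Second, a 15 min room-temperature incubation followed. Third, further NADPH and then DTNB were added to start the reaction. Finally, TNB absorbance was monitored kinetically.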
# Starred values were filed as active, the others as inactive; ? = inconclusive; / = no result given; & = joins results of further samples; [ ] = remark or other dose. Unless noted, calls come from the whole dose curve; as a rule, active = well fitted curve in the direction sought with a large enough effect; inconclusive = small, poorly fitted or top-dose-only effect, or another doubt; inactive = no such curve, though single readings can be large; an effect the other way counts as inactive or inconclusive. Unless noted, % is set by controls: 0 for no effect and ±100 for the full control effect.
# The first two compounds, ahead of the listing:
1) COc1ccc(-n2c(CNc3ccc(C)cc3)nnc2SCC(=O)Nc2nc(-c3ccccc3)cs2)cc1
2) COc1ccc([C@H]2CC(=O)C=C(c3ccc4ncccc4c3)C2)cc1

Assay by compound,1,2
Sm TGR inh,1%,-13%
AmpC inh no detg,-24%,21%
AMA1 RON2 block,1%,30%[activator]
AmpC inh detg,-13%,-6%
Giardia FBPA inh,/,/
HCMV inh,-37,13

# All compounds of this part, from the first entry:
1) COc1ccc(-n2c(CNc3ccc(C)cc3)nnc2SCC(=O)Nc2nc(-c3ccccc3)cs2)cc1
2) COc1ccc([C@H]2CC(=O)C=C(c3ccc4ncccc4c3)C2)cc1
3) Cc1ccccc1C(=O)N1CCN(c2ncnc3c2cnn3-c2ccccc2)CC1
4) O=C(N/N=C/c1cc(Br)cs1)C(O)c1ccccc1 (stereo unspecified)
5) CCC1C(=O)c2ccccc2N(C)C1=O (stereo unspecified)
6) CS(=O)(=O)N1CCCC(C(=O)NCc2ccc(F)cc2Cl)C1 (stereo unspecified)
7) CCOC(=O)c1c(C)[nH]c(=S)c(C#N)c1-c1ccc(Cl)cc1
8) CC1(C)CC(O)(CCNCc2ccc3c(c2)OCO3)CCO1 (stereo unspecified)

Assay by compound,1,2,3,4,5,6,7,8
Sm TGR inh,1%,-13%,-1%,-7%,0%,7%,-12%,1%
AmpC inh no detg,-24%,21%,28%,-31%,2%,-2%,28µM*,-42%
AMA1 RON2 block,1%,30%[activator],-2%,7%,-7%,?,75%[activator],27%
AmpC inh detg,-13%,-6%,?,-4%,-11%,?,-6%,3%
Giardia FBPA inh,/,/,0%,3%,-15%,0%,?,4%
HCMV inh,-37,13,?,11,-3,24,-33,-9

# Whole records from above. Order of screens: Sm TGR inh, AmpC inh no detg, AMA1 RON2 block, AmpC inh detg, Giardia FBPA inh, HCMV inh
# CC1(C)CC(O)(CCNCc2ccc3c(c2)OCO3)CCO1 (stereo unspecified) in the list: 1%, -42%, 27%, 3%, 4%, -9
# CCOC(=O)c1c(C)[nH]c(=S)c(C#N)c1-c1ccc(Cl)cc1 in the list: -12%, 28µM*, 75%[activator], -6%, ?, -33
# O=C(N/N=C/c1cc(Br)cs1)C(O)c1ccccc1 (stereo unspecified) in the list: -7%, -31%, 7%, -4%, 3%, 11

# The results go on.
9) O=C(N/N=C/c1ccncc1)C12CC3CC(CC(C3)C1)C2
10) CCN(CC)S(=O)(=O)c1cc([N+](=O)[O-])ccc1NNC(=O)Nc1ccccc1OC
11) COc1ccc(N2C(=O)NC3CC2(C)Oc2ccccc23)cc1OC (stereo unspecified)
12) CCOC(=O)N1CCC(NC(=O)C(NS(=O)(=O)c2ccc3c(c2)CCN3C(C)=O)C(C)C)CC1 (stereo unspecified)
13) O=C(CCC1CCCN(C(=O)c2ccoc2)C1)NCc1ccccc1F (stereo unspecified)
14) O=C(c1ccc(N2C(=O)CCC2=O)cc1)N1CCOCC1
15) Cn1nc(C(=O)NCC2CCCO2)c2ccccc2c1=O (stereo unspecified)
16) CCn1c(SCC(=O)N2CCN(C(=O)c3ccco3)CC2)nnc1C(C)C

Assay by compound,9,10,11,12,13,14,15,16
Sm TGR inh,6%,-5%,13%,-1%,-19%,11%,3%,2%
AmpC inh no detg,-25%,-39%,-6%,-21%,2%,-11%,-11%,-3%
AMA1 RON2 block,-6%,-14%,11%,4%,-5%,-2%,0%,-10%
AmpC inh detg,0%,-19%,-11%,-5%,7%,?,2%,7%
Giardia FBPA inh,3%,-12%,4%,2%,7%,6%,1%,4%
HCMV inh,19,36,-62*,27,-10,-8,25,-14

17) O=C(O)c1ccccc1NC(=S)NC(NC(=O)c1ccccc1[N+](=O)[O-])C(Cl)(Cl)Cl (stereo unspecified)
18) CCOC(=O)c1c(C)[nH]c(C(=O)OCC(=O)Nc2cc(Cl)ccc2OC)c1C
19) O=C(O)c1nc(-c2ccccc2)n(-c2cccc(C(F)(F)F)c2)n1
20) Cc1ccc(S(=O)(=O)Nc2ccc(-c3cn4ccc(C)cc4n3)cc2)cc1
21) CNC(=S)NNC(=O)c1sccc1C
22) C/C(=N\Nc1ccc([N+](=O)[O-])cc1[N+](=O)[O-])c1ccc(-n2nncc2C(C)(C)C)cc1
23) COc1cccc(NC(=O)CSc2nc(-c3ccccc3)nc3c2Cc2cc(Cl)ccc2O3)c1
24) O=C(CCN1C(=O)/C(=C/c2ccc(F)cc2)SC1=S)NCCCn1ccnc1

Assay by compound,17,18,19,20,21,22,23,24
Sm TGR inh,2%,19%,-21%,-5%,12%,-10%,-2%,3%
AmpC inh no detg,-17%,-16%,-8%,-27%,-13%,-46%,/,89%[activator]
AMA1 RON2 block,1%,-8%,-14%,5%,45%[activator],?,/,-5%
AmpC inh detg,0%,-7%,4%,0%,2%,-5%,5%,-12%
Giardia FBPA inh,-13%,0%,15%,-19%,-29%,2%,/,-5%
HCMV inh,16,50,20,?,13,-39,8,?

25) O=C(COC(=O)COc1ccc2ccccc2c1)NC1CCCc2ccccc21 (stereo unspecified)
26) CN(CC(=O)Nc1cccc(F)c1)C(=O)CCc1nc2cc(S(=O)(=O)N3CCOCC3)ccc2n1C
27) O=C(CSc1ncnc2sc3c(c12)CCCCC3)NCc1ccco1
28) CC(C)c1c(C(=O)N/N=C/c2ccc(C(F)(F)F)cc2)nnn1-c1nonc1N
29) CCOC(=O)C1CCCCN1Cc1cn[nH]c1-c1ccc(F)cc1F (stereo unspecified)
30) CCOC(=O)C1(CCOC)CCN(C2C3CC4CC(C3)CC2C4)CC1 (stereo unspecified)
31) Cc1c(N/C(=N/S(=O)(=O)c2cc([N+](=O)[O-])ccc2Cl)c2ccccc2)c(=O)n(-c2ccccc2)n1C
32) N#Cc1ccc(Cl)cc1NC(=O)CNc1cccc(S(=O)(=O)N2CCCC2)c1

Assay by compound,25,26,27,28,29,30,31,32
Sm TGR inh,-4%,-2%,32µM*,-30%,-2%,12%,-4%,-18%
AmpC inh no detg,-1%,64%[activator],-12%,-35%,-3%,-16%,-19%,-27%
AMA1 RON2 block,17%,0%,-15%,7%,18%,4%,1%,32%[activator]
AmpC inh detg,?,-7%,4%,?,8%,3%,1%,?
Giardia FBPA inh,1%,/,12%,-10%,1%,2%,5%,/
HCMV inh,-24,-19,-9,?,-10,6,44,35

33) CC(=O)Oc1ccccc1N1C(=O)c2ccc(C(=O)O)cc2C1=O
34) O=C(CNS(=O)(=O)c1cccc2nsnc12)NC1CCCCC1
35) O=S(=O)(c1cccc(COc2ccc(Cl)cc2Cl)c1)N1CCOCC1
36) Cn1c(CCNS(=O)(=O)c2ccc(F)cc2)nnc1SCc1cccnc1
37) COc1cccc(N2CCN(c3ccc4nnc(CCC(=O)Nc5ccc(F)cc5)n4n3)CC2)c1
38) CN(C)c1nc(Nc2ccc(Cl)cc2)nc(OCC#N)n1
39) COc1ccc(Nc2nc(N(C)c3ccccc3)nc(N)c2[N+](=O)[O-])cc1
40) CS(=O)(=O)Nc1cccc(C(=O)OCCCOc2ccc(F)cc2)c1

Assay by compound,33,34,35,36,37,38,39,40
Sm TGR inh,1%,3%,-14%,-2%,-20%,4%,9%,-11%
AmpC inh no detg,-28%,-4%,45%,7%,-1%,10%,-22%,-18%
AMA1 RON2 block,-2%,20%,2%,-3%,-11%,-16%,0%,-2%
AmpC inh detg,-1%,-3%,-7%,-8%,1%,3%,-9%,-2%
Giardia FBPA inh,9%,1%,/,9%,/,-9%,15%,-7%
HCMV inh,19,-7,18,6,-30,31,-31,14

41) C=CCn1cc(C(=O)OC)c(=O)c2cc(S(=O)(=O)N(CC)CC)ccc21
42) O=C(NCCc1cccc(F)c1)C1CCN(S(=O)(=O)c2ccccc2)CC1
43) CC(C)(C)c1cc(CCC(=O)NN)cc(C(C)(C)C)c1O
44) Cc1cc(OCCCCCn2ccnc2)cc(C)c1Cl
45) COc1cc(/C=C/C(=O)N2CCN(c3n[nH]c(=O)[nH]c3=O)CC2)cc(OC)c1OC
46) COC(=O)CCCC1=CC2=CC(=O)C(C)(OC(=O)c3cccs3)C(=O)C2=CN1C1CC1 (stereo unspecified)
47) O=C(Nc1ccc(Cl)cc1)c1cc(-c2cccs2)on1
48) CCN(CC)CCN(C(=O)c1ccccc1OC)c1nc2ccc(F)cc2s1

Assay by compound,41,42,43,44,45,46,47,48
Sm TGR inh,21%,5%,-5%,8%,-7%,-20%,0%,8%
AmpC inh no detg,-3%,17%,-6%,214%[activator],-18%,44%,-25%,50%
AMA1 RON2 block,-3%,-3%,23%,6%,-27%,2%,6%,-5%
AmpC inh detg,4%,-8%,0%,4%,-7%,4%,-6%,4%
Giardia FBPA inh,1%,12%,7%,14%,0%,?,/,-4%
HCMV inh,-14,-36,-12,?,15,-1,-7,17

49) CCCc1cc(=O)[nH]c(SCCOc2ccc(Cl)cc2)n1
50) Cc1ccc(CCNC(=O)C2CCCN(S(=O)(=O)c3cnc[nH]3)C2)cc1 (stereo unspecified)
51) CNC(=O)C12N=CNN=C1N(C)C(=O)N2C (stereo unspecified)
52) FC(F)(F)c1nc2ccccc2n2c(-c3ccc(Cl)cc3Cl)nnc12
53) COCCNC(=O)CCSc1nc(-c2ccc(OC)cc2)cc(C(F)(F)F)n1
54) CCOC(=O)N1CCC(NC(=O)c2ccc(CS(=O)c3cccc(Cl)c3)o2)CC1 (stereo unspecified)
55) COc1ccc(OC)c2sc(Cl)nc12
56) Cc1ccccc1/C=N/Nc1ncnc2nc[nH]c12

Assay by compound,49,50,51,52,53,54,55,56
Sm TGR inh,?,0%,-15%,2%,3%&0%,?,1%,0%
AmpC inh no detg,-20%,-99%,-20%,-15%,163%[activator],6%,-12%,-25%
AMA1 RON2 block,11%,2%,17%,32%[activator],-3%,-5%,-2%,6%
AmpC inh detg,-1%,?,4%,?,-6%&-7%,-1%,-14%,6%
Giardia FBPA inh,?,2%,4%,3%,1%,/,-1%,-7%
HCMV inh,9,10,-16,40,-18&-14,9,32,53

57) O=C(Nc1sc2c(c1C(=O)NCc1ccco1)CCCC2)c1cc(=O)c2cc(Cl)ccc2o1
58) Cc1cnc(NC(=O)Cc2ccc(S(=O)(=O)N3CCOCC3)s2)s1
59) CN(C)CCCNc1c(C(=O)O)cnc2c1cnn2C
60) CC1=CCC2C(=O)N(Cc3ccccc3)C(=O)C2C1 (stereo unspecified)
61) COc1ccc(C2NC(=O)N(C)C3=C2C(=O)N(c2ccc(Br)cc2)C3)cc1 (stereo unspecified)
62) O=C(COC(=O)C1CCN(c2ccc(C(F)(F)F)cn2)CC1)c1ccc(Cl)cc1
63) COc1ccc(CCC(=O)NCc2cn3ccc(C)cc3n2)cc1

Assay by compound,57,58,59,60,61,62,63
Sm TGR inh,0%,/,6%,-11%,6%,2%,-9%
AmpC inh no detg,/,-22%,-5%,15%,/,-15%,-12%
AMA1 RON2 block,/,51%[activator],/,0%,/,6%,48%[activator]
AmpC inh detg,0%,/,?,1%,7%,1%,-4%
Giardia FBPA inh,/,/,2%,2%,/,/,-3%
HCMV inh,-6,-33,/,-20,27,-8,1
